JMJD2E inh = qHTS Assay for Inhibitors of Human Jumonji Domain Containing 2E (JMJD2E); Potency, µM (highest dose often 57.1 µM), inactives show top-dose activity change, negative = inhibition, most hits filed as inhibitors; hit rate 1.6% among 230,000; JMJD2E catalytic domain, FDH-coupled NADH fluorescence (FDH is formaldehyde dehydrogenase); AID 2147, 2009; active = well fitted inhibition curve with a large enough effect, not every such curve was filed as active; inconclusive = small, poorly fitted or top-dose-only effect, or another doubt; inactive = no such curve, though single readings can be large or run the other way;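 note: 0% = wells with enzyme and -100% = buffer wells without enzyme; nearly all actives have a fitted effect of over 50% in size; many of its hits are not listed in these tables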
Target sequence (B2RXH2 1-337 limits assumed): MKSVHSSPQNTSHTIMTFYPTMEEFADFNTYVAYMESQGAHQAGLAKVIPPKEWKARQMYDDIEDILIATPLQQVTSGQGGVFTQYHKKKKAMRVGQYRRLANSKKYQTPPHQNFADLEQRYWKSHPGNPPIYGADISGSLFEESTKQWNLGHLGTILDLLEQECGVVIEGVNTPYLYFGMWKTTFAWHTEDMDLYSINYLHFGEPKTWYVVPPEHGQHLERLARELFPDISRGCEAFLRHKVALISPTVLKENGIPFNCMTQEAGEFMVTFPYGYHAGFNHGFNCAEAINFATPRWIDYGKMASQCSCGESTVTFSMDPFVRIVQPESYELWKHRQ
SMN2 splice enh = qHTS Assay for Enhancers of SMN2 Splice Variant Expression. Potency, µM (top dose mostly 46.1 µM), for the others: top-dose activity change, positive = activation, actives largely listed as activators. hit rate 2.8% among 210,000. HEK293 SMN2-luciferase splicing reporter, luminescence, 30-36 h; note: % of control where 0% means no effect; nearly all actives have a fitted effect of over 55% in size
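HEK293 cells carry an SMN2 […]–luciferase reporter in which exon 7 inclusion puts luciferase in frame. Cells were plated 10-12 h before compound addition, then incubated 30-36 h at 37C. ONE-Glo luminescence was read; sodium butyrate at 4.5 mM final served as control.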
Tau fibril FP = qHTS for Inhibitors of Tau Fibril Formation, Fluorescence Polarization. AID 1468, 2008. hit rate 0.39% among 280,000. Microtubule-associated protein tau (Homo sapiens), P10636. Potency, µM (doses to about 57.7 µM), without a hit: top-dose activity, negative = inhibition, actives largely listed as inhibitors. K18 P301L tau heparin fibrillization, Alexa594 FP, 6 h; note: % is set by controls: 0 for no effect and ±100 for the full control effect; nearly all actives have a fitted effect of over 55% in size
Target sequence (P10636 561-689 P618L limits assumed): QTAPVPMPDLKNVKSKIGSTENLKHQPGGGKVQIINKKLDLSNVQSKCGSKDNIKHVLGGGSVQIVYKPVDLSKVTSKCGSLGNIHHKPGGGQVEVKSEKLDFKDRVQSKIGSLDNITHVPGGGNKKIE
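Heparin (20 uM) drove fibril formation of recombinant tau K18 P301L, 15 uM unlabeled with 0.24 uM Alexa 594 label, for 6 hr at 37 C in 100 mM sodium acetate pH 7. Fluorescence polarization (555/632 nm) read 1 hr after 30 uM ThT.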
HTT cytoprotect = qHTS Multiplex Assay to Identify Dual Action Probes in a Cell Model of Huntington: Cytoprotection (ATP) | PC12 HTT-Q103 induced, cytoprotection, ATP luminescence, 40 h | Potency, µM (titrated, usually from 56.4 µM), inactives show cytoprotection (ATP increase), most hits filed as activators | AID 1471, 2008 | hit rate 0.14% among 230,000;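 note: % of control where 0% means no effect; nearly all actives have a fitted effect of over 45% in size; toxic huntingtin expression switched on by the ecdysone agonist tebufenozide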
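Stable PC12 Q103-GFP cells in serum-supplemented, phenol red-free DMEM; induction by tebufenozide at 100 nM final; compound dose series; cell viability quantified luminescently from ATP.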
Tau fluor cs = Counterscreen qHTS for Inhibitors of Tau Fibril Formation, Fluorescence Polarization. tau K18 P301L Alexa594 fluorescence, heparin fibrillization. hit rate 0.93% among 280,000. Potency, µM (highest dose often 57.7 µM), for the others: at the top dose activity change, negative = decrease; note: % is set by controls: 0 for no effect and ±100 for the full control effect; nearly all actives have a fitted effect of over 55% in size
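Human K18 P301L tau (15 uM unlabeled plus 0.24 uM Alexa 594-labeled, final) in 100 mM sodium acetate pH 7 was mixed with compound and 20 uM heparin and incubated 6 hr at 37 C.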
HttQ103 aggreg = qHTS Multiplex Assay to Identify Dual Action Probes in a Cell Model of Huntington: Aggregate Formation (GFP) | PC12 HttQ103-GFP aggregates, Acumen cytometry, 40 h | Potency, µM (titrated, usually from 46.1 µM), for the others: top-dose activity change, negative = inhibition, usual class: inhibitors | hit rate 1.1% among 220,000 | AID 1688, 2009; note: % is set by controls: 0 for no effect and ±100 for the full control effect; nearly all actives have a fitted effect of over 60% in size
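Huntingtin Q103 exon 1–GFP aggregates in induced PC12 cells (100 nM tebufenozide) were quantified by cytometry from lysates, with compounds dosed in titration.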
Tau fibril ThT = qHTS for Inhibitors of Tau Fibril Formation, Thioflavin T Binding. Microtubule-associated protein tau (Homo sapiens), P10636. recombinant tau K18 P301L, heparin-induced fibrillization, ThT fluorescence. Potency, µM (highest dose often 57.4 µM), inactives show at the top dose activity, negative = inhibition, usual class: inhibitors. hit rate 2.1% among 270,000; note: % is set by controls: 0 for no effect and ±100 for the full control effect; nearly all actives have a fitted effect of over 55% in size
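Fibril formation assay: tau K18 P301L at 15 uM with trace Alexa 594 label, heparin inducer 20 uM, pH 7 sodium acetate buffer, 37 C for 6 hr; endpoint ThT signal.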
ALDH1A1 inh = qHTS Assay for Inhibitors of Aldehyde Dehydrogenase 1 (ALDH1A1); Purified ALDH1A1, NADH fluorescence, propionaldehyde substrate; Potency, µM (highest dose often 75.3 µM), inactives show top-dose activity, negative = inhibition, most hits filed as inhibitors; hit rate 7.3% among 220,000; active = well fitted inhibition curve with a large enough effect, not every such curve was filed as active; inconclusive = small, poorly fitted or top-dose-only effect, or another doubt; inactive = no such curve, though single readings can be large or run the other way;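 note: plate controls were no enzyme wells and a reference inhibitor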
Target sequence (P00352 whole entry, looked up): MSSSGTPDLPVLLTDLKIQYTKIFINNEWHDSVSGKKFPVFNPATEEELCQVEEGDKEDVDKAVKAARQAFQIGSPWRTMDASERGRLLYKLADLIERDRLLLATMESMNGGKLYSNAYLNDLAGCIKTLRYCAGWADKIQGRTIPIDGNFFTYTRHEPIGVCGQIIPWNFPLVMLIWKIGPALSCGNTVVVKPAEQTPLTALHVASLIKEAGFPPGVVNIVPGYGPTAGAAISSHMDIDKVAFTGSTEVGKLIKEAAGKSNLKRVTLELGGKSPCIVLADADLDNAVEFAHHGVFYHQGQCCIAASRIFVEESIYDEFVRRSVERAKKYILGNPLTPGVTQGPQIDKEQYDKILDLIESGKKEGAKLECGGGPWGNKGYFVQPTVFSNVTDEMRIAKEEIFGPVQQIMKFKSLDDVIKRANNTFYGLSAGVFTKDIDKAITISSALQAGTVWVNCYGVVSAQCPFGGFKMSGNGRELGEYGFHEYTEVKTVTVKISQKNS
* hit, by the source's call; ? = inconclusive; . = no result given; [ ] = dose if it differs, or a comment. Unless noted, calls come from the whole dose curve; as a rule, active = well fitted curve in the direction sought with a large enough effect; inconclusive = small, poorly fitted or top-dose-only effect, or another doubt; inactive = no such curve, though single readings can be large; an effect the other way counts as inactive or inconclusive. Potency is the fitted concentration of half-maximal effect. Only part of the results is shown, so the mix of outcomes need not match the whole.

SMILES	JMJD2E inh	SMN2 splice enh	Tau fibril FP	HTT cytoprotect	Tau fluor cs	HttQ103 aggreg	Tau fibril ThT	ALDH1A1 inh
COc1cc(OC)cc(C(=O)NC2CCN(Cc3nnnn3Cc3ccc(F)cc3)CC2)c1	2%	.	6%	?	-14%	?	-9%	-12%
O=C(c1ccccc1Cl)N1CCCCC1CCN1CCOCC1 (stereo unspecified)	.	0%	2%	.	1%	.	-2%	.
O=C(NCCc1ccccc1)C1CCN(S(=O)(=O)c2ccc(Br)s2)CC1	10%	-2%	-5%	.	-12%	7%	9%	-14%
CC(=O)C1C(=O)c2c(cccc2[N+](=O)[O-])C1=Nc1ccccc1C (stereo unspecified)	-5%	-11%	6%	-19%	?	-4%[9.22 µM]	?	?
CN(C(=O)CSc1nnc(-c2ccc(F)cc2)c2ccccc12)C1CCS(=O)(=O)C1 (stereo unspecified)	-1%	-10%	-6%	13%[10 µM]	-10%	?	?	?
C/C(=C/C=N/Nc1nc(N2CCCCC2)nc(N2CCCCC2)n1)c1ccccc1	12%	-5%	7%	6%	-7%	10%	-8%	7%
CCOc1ccc(NC(=O)CC2C(=O)N(c3ccc(F)cc3)C(=O)N2Cc2ccc(OC)c(OC)c2)cc1 (stereo unspecified)	.	-3%	4%	.	-21%	.	-4%	.
O=C1CCC(C(=O)OCc2cc(Cl)ccc2OC(F)F)N1 (stereo unspecified)	-3%	2%	-5%	-10%[0.074 µM]	-3%	-3%	-2%	-1%
CCOc1ccc2[nH]c(C)c(CN3CCN(C)CC3)c(=O)c2c1	?	-5%	1%	-5%	2%	-8%	-8%	-9%
Cc1cc(NC(=O)c2ccc(Cl)cc2)c(C(C)C)cc1O	-2%	-6%	0%	-27%	-8%	4%	-16%	5%
CCCCSc1[nH]c(=O)c(C(=O)OCC)cc1C#N	?	-18%	-5%	1%	-9%	10%	-16%	?
FC(F)(F)c1ccc2c(c1)C1C=CCC1C(c1ccncc1)N2 (stereo unspecified)	?	-7%	?	-9%	?	5%	?	?
CCOC(=O)Cc1csc(NC(=O)c2ccncc2)n1	0%	-27%	8%	-19%	3%	-2%	-1%	-6%
CCC(CC)C(=O)Nc1cccc(C(=O)NCCc2ccccc2)c1	5%	27%	-4%	-33%	4%	-8%[9.22 µM]	9%	12%
C=CCSc1nc2sc(C)c(C)c2c(=O)n1N	-5%	-10%	4%	.	4%	-22%	-3%	12%
O=C(CN1CCN(c2ccccc2O)CC1)NC(=O)NCc1ccco1	-5%	7%	-11%	15%[1.9 µM]	-15%	3%	-8%	?
C=CCSc1nc2c(cnn2-c2ccc(C)c(C)c2)c(=O)[nH]1	-1%	-5%	-2%	-12%	-1%	3%	-4%	14%
Nc1nccc(-c2cccs2)n1	?	14%	13%	10%[10 µM]	15%	-20%	7%	?
Cc1cc(=O)[nH]c(SCC(=O)c2ccc(C(C)C)cc2)n1	-3%	-5%	0%	-17%	-7%	-29%	-6%	-10%
Cc1ccc(CC(=O)N2CCN(c3cccc(C(F)(F)F)c3)CC2)cc1	3%	0%	-5%	17%	-6%	-1%	-12%	2%
O=C(NN1C(=O)C2C3C=CC(C4CC34)C2C1=O)c1ccc(Cl)cc1Cl (stereo unspecified)	11%	-16%	-5%	-14%	-10%	15%	-7%	-4%
CCCSc1nnc(-c2c[nH]c3ccccc23)n1C	2%	-20%	-3%	-19%	-9%	-16%	-12%	1%
CC(=O)Nc1ccc(NC(=O)c2ccc3c(c2)NC(=O)c2ccccc2S3)cc1	.	-3%	-3%	.	?	.	?	.
Cc1ccc(C2=CC(c3ccc(Cl)cc3)n3nc(-c4ccc(C)cc4)nc3N2)cc1 (stereo unspecified)	.	-63%[inhibitor]	-5%	.	3%	.	-4%	.
CCOC(=O)C1=NNC(C(=O)c2ccc(C)cc2)C1c1ccc(OC)cc1 (stereo unspecified)	0%	-10%	-3%	3%	-16%	10%	-14%	?
Cc1[nH][nH]c(=O)c1C(c1ccc(-c2ccc(C(=O)O)cc2)o1)c1c(C)[nH][nH]c1=O	?	-18%	?	-42%[inhibitor]	-15%	18%	11µM*	?
O=C(O)c1cc2nc(-c3ccc(F)cc3)cc(C(F)(F)F)n2n1	?	-10%	5%	-9%	-2%	24%	-10%	?
CCOc1cc(S(=O)(=O)N2CCCC2)c(C)cc1C	-6%	.	-2%	-8%[10 µM]	-8%	-8%[9.22 µM]	-9%	-5%
COc1cc(C(O)CO)ccc1O (stereo unspecified)	0%	-7%	-2%	.	-2%	.	-3%	11%
CCOc1ccc(N2CC(c3nc4ccccc4n3CCCOc3ccc(OC)cc3)CC2=O)cc1 (stereo unspecified)	.	7%	5%	.	-24%	.	?	.
Cc1cccc(NC(=S)N(Cc2cccs2)Cc2cc3cc(C)ccc3[nH]c2=O)c1	8%	-52%[inhibitor]	-5%	-1%[10 µM]	-21%	-1%	3%	?
COC(=O)COc1cccc(NC(=O)c2ccccc2)c1	2%	.	3%	-14%	2%	15%	-3%	2%
CCC(C)(C)n1nnnc1C(c1ccncc1)N1CCC(C)CC1 (stereo unspecified)	21%	23%	-5%	-7%[10 µM]	-1%	-6%	1%	9%
O=C1COc2ccc(C(=O)C[n+]3cccc(O)c3)cc2N1	0%	.	-3%	-7%[10 µM]	-2%	-24%[9.22 µM]	-4%	20µM*
CCC1=C2CC[C@H]3C(=O)N(c4ccccc4)C(=O)[C@H]3[C@H]2[C@@]2(Cc3ccccc3)C(=NCC3CC3)OC(=O)N2C1=O	5%	0%	-3%	-18%	-21%	.	-15%	-2%
COc1ccccc1OCCSc1ncnc2nc[nH]c12	10%	-14%	-12%	-30%[10 µM]	-1%	-7%	1%	1%
CCC(C)c1ccc(OCCN2CCCC2)cc1 (stereo unspecified)	-18%	-1%	1%	-9%	-11%	6%[9.22 µM]	-8%	?
CCC(c1c(C)n(C)n(-c2ccccc2)c1=O)c1c(C)n(C)n(-c2ccccc2)c1=O	10%	10%	12%	8%	-9%	2%	-8%	1%
Cc1ccc(Nc2nc(-c3cccnc3)nc3ccccc23)cc1	7%	.	?	-62%[inhibitor][10 µM]	?	?	-16%	.
CCOc1ccc(N2C(=O)C3C(C2=O)C3(c2ccccc2)c2ccccc2)cc1 (stereo unspecified)	-2%	-15%	0%	.	-16%	-13%	-9%	-3%
O=C(CCc1ccc(S(=O)(=O)N2CCOCC2)cc1)OCc1nc2ccccc2s1	-4%	-42%[inhibitor]	11%	-11%	-8%	12%	-16%	7.9µM*
Cc1cc(-c2n[nH]c(=S)n2/N=C/c2ccccc2[N+](=O)[O-])n[nH]1	3%	-14%	-9%	26%[10 µM]	-13%	-7%	-15%	4%
O=c1ccc(C(F)(F)F)cn1Cc1cc(=O)n2ccsc2n1	?	9%	-2%	-35%[inhibitor]	-10%	-25%	-7%	3%
COC(=O)c1ccc(/C=N/Nc2nc(-c3ccc(C)cc3)cs2)cc1	-20%	20%	11%	19%[10 µM]	-21%	2%	?	-10%
O=C(c1cnn2c(C(F)F)cc(C3CC3)nc12)N1CCc2ccccc2C1	-16%	?	0%	-12%[0.074 µM]	-1%	8%	-10%	?
Fc1ccccc1/C=C1\CCCC2=C1NC(=S)NC2c1ccccc1F (stereo unspecified)	?	-17%	-5%	-40%	-7%	?	-18%	0.79µM*
COc1ccc(S(=O)(=O)NCCSCc2cccc(C)c2)cc1Br	-3%	-14%	-6%	-10%	-26%	-6%	-11%	?
Cc1[nH]c2ccccc2c1CC#N	1%	.	-3%	22%[10 µM]	0%	-3%[9.22 µM]	3%	.
CN1CCN(c2ccc(Cl)cc2NC(=O)C2COc3ccccc3O2)CC1 (stereo unspecified)	0%	-5%	-2%	-7%	-21%	?	-17%	?
Cc1nnc(SCC(=O)NCc2ccc3c(c2)OCO3)s1	-2%	6%	2%	9%[10 µM]	1%	7%	-5%	?
O=C(CN1CCN(c2ccc(Cl)cc2)CC1)c1ccc2c(c1)OCO2	?	-19%	0%	-17%	-12%	9%	?	8.9µM*
S=C(Nc1ccccc1)Nc1cccc(Cl)c1Cl	-4%	6%	-2%	2%[10 µM]	-2%	1%[9.22 µM]	-6%	-13%
COc1ccc(NC(C)=O)cc1NC(=O)c1ccc(C#N)cc1	0%	14%	-1%	-22%	-11%	-9%	-17%	5%
Cc1cc(N2CCN(C)CC2)n2cc(-c3ccc(F)cc3)nc2n1	?	5%	0%	0%[10 µM]	0%	16%	-7%	?
O=C(O)COc1c(Cl)cc(/C=C2\NC(=O)NC2=O)cc1Br	-18%	.	-13%	6%[10 µM]	-17%	10%[9.22 µM]	-19%	18µM*
Cc1cc(Oc2ccccc2)nc(SCC(N)=O)n1	-1%	23%	4%	4%[0.074 µM]	6%	-7%	2%	9%
COc1ccccc1NC(=O)c1ccc(S(=O)(=O)N2CCOCC2)cc1	8%	-11%	-6%	-19%	-8%	-5%	-4%	4%
